TIM10 inh: growth inhibitors of isogenic TIM10 control yeast, primary screen, counter-screen for tim10-1 yeast inhibitor project, luminescence, uHTS; S. cerevisiae TIM10 strain growth, BacTiter-Glo luminescence, 24 h; inhibition, % at 10 µM; 1.4% of 330,000 active; AID 463195, 2010;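 active means inhibition of 40% or more at the single tested concentration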;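 further: wild-type TIM10 isogenic control strain grown at permissive 25 °C; 0% = DMSO yeast wells and 100% = minimal medium wells without yeast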
CXCR6 block: CXCR6 receptor inhibitors, primary screen, cell-based, beta-arrestin, luminescence, CHO-K1 PathHunter, 1536-well; C-X-C chemokine receptor type 6 (Homo sapiens), O00574; inhibition, % at 20 µM; 0.36% of 360,000 active; AID 602244, 2012; in the data active means inhibition above about 34%, passing the limit was not always enough;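 further: antagonist mode with CXCL16 agonist at 10 nM final; 0% = 10 nM CXCL16 with DMSO and 100% = unstimulated wells without agonist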
Target sequence (O00574 whole entry, looked up): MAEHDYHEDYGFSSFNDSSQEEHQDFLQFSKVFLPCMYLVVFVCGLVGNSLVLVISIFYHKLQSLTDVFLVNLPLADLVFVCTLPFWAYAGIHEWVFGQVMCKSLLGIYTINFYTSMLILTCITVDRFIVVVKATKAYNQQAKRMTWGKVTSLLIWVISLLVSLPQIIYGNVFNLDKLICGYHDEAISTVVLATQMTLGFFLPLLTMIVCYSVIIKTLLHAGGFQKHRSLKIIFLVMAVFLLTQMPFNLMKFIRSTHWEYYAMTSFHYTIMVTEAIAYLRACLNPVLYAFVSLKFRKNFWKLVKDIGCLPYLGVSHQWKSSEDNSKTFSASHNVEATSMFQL
APJ ag: agonists of human apelin receptor APJ, primary screen, CHO-K1 cells, PathHunter beta-arrestin, luminescence | activation, % at 20 µM | 0% DMSO wells, 100% apelin | 0.11% of 330,000 active;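 active means activation more than six SD over the plate average, tested at 20 µM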;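 further: 0% = DMSO alone and 100% = apelin-13 at 10 nM; some results filed as inactive read as strong as hits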
Target sequence (P35414 whole entry, looked up): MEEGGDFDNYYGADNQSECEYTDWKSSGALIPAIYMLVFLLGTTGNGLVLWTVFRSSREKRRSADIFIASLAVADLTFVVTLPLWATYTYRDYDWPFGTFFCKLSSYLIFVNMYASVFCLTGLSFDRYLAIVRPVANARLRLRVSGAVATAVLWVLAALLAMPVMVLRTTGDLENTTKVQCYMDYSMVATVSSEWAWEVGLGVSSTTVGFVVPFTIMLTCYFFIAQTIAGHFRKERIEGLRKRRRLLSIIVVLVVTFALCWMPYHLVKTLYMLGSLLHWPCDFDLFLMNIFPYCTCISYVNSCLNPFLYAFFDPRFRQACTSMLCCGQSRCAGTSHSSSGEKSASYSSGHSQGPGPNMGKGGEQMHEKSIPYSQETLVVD
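Test system: CHO-K1 APJ beta-arrestin complementation cell line. Amount: cell density 1000 per well. Controls: DMSO negative, 10 nM Apelin-13 positive. Signal: luminescent beta-gal fragment complementation, chemiluminescent substrate. Read-out basis: agonist-driven arrestin binding to APJ. Timing: compound stimulation 90 min at 25 °C, detection 60 min.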
Mdm2-MdmX inh: inhibitors of human Mdm2-MdmX association, primary screen, cell-based, luminescence, split luciferase, SaOS-2, uHTS; Protein Mdm4 (Homo sapiens) + E3 ubiquitin-protein ligase Mdm2 (Homo sapiens), …; SaOS-2 split-luciferase Mdm2/MdmX complementation; inhibition, % at 8 µM; 3% of 330,000 active; AID 485346, 2010;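 active means inhibition of at least 50% at 8 µM in the primary screen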
APJ antag: antagonists of human apelin receptor APJ, primary screen, CHO-K1 cells, beta-arrestin complementation, luminescence. 0.32% of 330,000 active. AID 2521, 2010. inhibition, % at 20 µM;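 active means inhibition above about 40% at 20 µM, limit read from the data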;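 further: cells challenged with 10 nM apelin-13 agonist together with compound; plate controls were apelin-13 plus DMSO wells for no effect and DMSO wells lacking apelin-13 for full effect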
XBP1 UPR activ: activators of adaptive XBP1 UPR arm, primary screen, cell-based, CHO-XBP1 luciferase reporter, luminescence, uHTS. 0.33% of 330,000 active. IRE1-XBP1 UPR activation; percent of tunicamycin response, DMSO as zero. activation, % at 20 µM. AID 463104, 2010;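 active means versus positive control, 20 µM dose yields 30% or more activation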;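 further: 100% = tunicamycin at 10 µg/mL and 0% = DMSO only wells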
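assay system = CHO-XBP1 luciferase reporter cells | amount = 1000 cells/well | buffer or medium = F12 plus 10% FBS | compound dosing = single point, 20 µM final compound, 1% DMSO | incubation = 16-18 h cell attachment at 37 °C, then 6 h compound exposure | detection = Steady-Glo luminescence read | controls = tunicamycin 10 µg/mL and vehicle-only wells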
CHOP UPR activ: activators of apoptotic CHOP UPR arm, primary screen, cell-based, CHO-CHOP luciferase reporter, luminescence, uHTS. UPR activation; percent of tunicamycin response over DMSO baseline. activation, % at 10 µM. 0.34% of 330,000 active;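 active means at 10 µM dose, activation of 40% or more, normalized to positive control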;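 further: 100% = tunicamycin at 10 µg/mL and 0% = DMSO alone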
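measured by = luciferase luminescence | assay system = CHO-CHOP cells, stable luciferase reporter of PERK-eIF2a-CHOP signalling | amount = 500 reporter cells seeded per well | timing = 6 h compound exposure at 37 °C after overnight seeding | controls = positive tunicamycin 10 µg/mL, negative DMSO alone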
tim23-1 inh: growth inhibitors of tim23-1 mutant yeast, primary screen, luminescence, uHTS | S. cerevisiae tim23-1 growth, BacTiter-Glo luminescence, 24 h | inhibition, % at 20 µM | AID 463212, 2010 | 1.3% of 330,000 active;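 active means growth inhibition of the mutant yeast at or above 50%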;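 further: temperature-sensitive mutant grown at 25 °C; plate controls were DMSO-treated mutant yeast for no effect and medium wells lacking yeast for full effect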
tim10-1 inh: growth inhibitors of tim10-1 mutant yeast, primary screen, luminescence, uHTS; S. cerevisiae tim10-1 ts strain growth, BacTiter-Glo, 24 h; inhibition, % at 20 µM; 2.2% of 330,000 active; AID 463190, 2010;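 active means inhibition of at least 40%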;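 further: mutant grown at 25 °C; 0% = DMSO wells with yeast and 100% = wells holding no yeast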
Numbers without * were called inactive; . = no result given.

Every second line gives: TIM10 inh, CXCR6 block, APJ ag, Mdm2-MdmX inh, APJ antag, XBP1 UPR activ, CHOP UPR activ, tim23-1 inh, tim10-1 inh
- Cc1ccc(SCCNC(=O)c2ccccc2F)cc1
→ 3, 0, -2, -27, 9, -2, -2.1, 20, 1
- Cc1cccc(C(=O)NC2CC3CCCC(C2)N3C(=O)Nc2ccccc2)c1 (stereo not drawn)
→ -3, -4, 0, 0, 2, -8, 0.1, 1, 4
- Cc1ccccc1CNC(=O)COc1ccccc1
→ 6, 5, -2, -9, 16, 0, 4.6, 7, 15
- CC(=O)N(C(C)=O)C1=C(C#N)C2(CCCCC2)Cc2ccccc21
→ 34, 1, -2, 23, 21, 0, 1.5, 50, 47*
- CCOc1ccccc1NC(=O)NCc1ccc(F)cc1
→ 10, -5, -2, 13, 4, 1, -0.1, 13, 19
- Oc1ccc(C[C@@H]2CNCCN2CCc2cccc3ccccc23)cc1
→ 9, -8, 17, 48, 7, 4, 1.7, 18, 2
- Cc1cc(Br)ccc1NC(=O)c1cnc(N2CCN(c3ccccn3)CC2)c2ccccc12
→ 26, 2, -1, 34, -4, -2, -0.3, 16, 30
- O=C(NNC(=S)NC(=O)c1ccccc1[N+](=O)[O-])c1ccccc1Cl
→ 14, 6, -4, -1, 24, -3, 0.7, 13, 16
- CC(=N\NC(=O)c1ccccc1)/C(=N/O)C(=O)Nc1ccccc1
→ 7, -10, -4, -29, 6, 2, 0.0, 2, -12
- CC(C)(C)/C(COc1ccccc1[N+](=O)[O-])=N/O
→ -15, 7, -3, 18, 1, -2, -0.4, 10, -18
- CC[C@]1(C(=O)OC)[C@H]2C(=O)N(C)C(=O)[C@H]2[C@H]2CN(C)C(=NC)N21
→ -18, 3, ., 6, ., 2, 0.2, 12, -1
- N#Cc1ccc(OCC(=O)NNC(=O)C2CCCCC2)cc1
→ 7, -4, -3, -20, -2, 4, -0.4, 8, -5
- Cc1ccc(S(=O)(=O)NN2Cc3ccccc3C2=N)cc1
→ -2, -5, 0, 17, -14, 0, -0.2, 0, -11
- CCOc1ccccc1CN1CCCC(CNS(=O)(=O)c2ccc(OC)cc2)C1 (stereo not drawn)
→ 7, 11, -3, 15, 3, -2, -0.3, 7, -5
- O=C(Oc1ccccc1)c1ccc2nsnc2c1
→ -7, 4, -1, -3, 13, -3, 0.4, 6, -10
- CC(/C=C1\SC(=O)N(CC(=O)Nc2ccc(O)cc2)C1=O)=C\c1ccccc1
→ 24, 7, -4, 11, 14, 3, 0.4, 21, 7
- CC(=O)N1CCC(c2c[nH]c3ccccc23)CC1
→ -3, 11, -3, 7, 12, 4, 1.1, -2, -14
- Cc1cc2c(cc1S(=O)(=O)N(C)c1ccccc1)n(C)c(=O)n2C
→ -21, 2, 2, 8, 18, -5, 3.2, 13, -13
- Cc1ccc(-c2csc(NC(=O)c3c(C)noc3C)n2)cc1C
→ 6, 5, -2, 2, 14, 1, 2.3, 12, 11
- O=C(/C=C\Nc1ccccn1)c1ccc(Cl)cc1
→ 22, 1, -3, 37, 16, -8, -7.1, 20, 16

Carrying on.
Every second line gives: TIM10 inh, CXCR6 block, APJ ag, Mdm2-MdmX inh, APJ antag, XBP1 UPR activ, CHOP UPR activ, tim23-1 inh, tim10-1 inh
- CC(C)c1ccccc1NC(=O)COC(=O)COc1ccccc1[N+](=O)[O-]
→ 6, 2, -3, 25, 0, -4, -1.0, 7, 11
- COc1ccc(/C=N/N=C2/CC(C)(C)Cc3n[nH]c(=O)cc32)cc1
→ 20, 1, -2, -7, 12, 1, 0.8, 12, -3
- C[C@H](NC(=O)c1nc[nH]c1C(=O)NC1CCN(C(=O)OC(C)(C)C)CC1)C(=O)OCc1ccccc1
→ 12, 1, 1, -3, 8, -3, -0.9, 10, 22
- CCOC(=O)C1=CN(CC2CCCO2)C=C(C(=O)OCC)C1c1ccccc1C(F)(F)F (stereo not drawn)
→ -12, -3, -3, -7, -33, 1, -0.2, 14, 24
- O=C(NNC(=S)Nc1ccc(Cl)cc1Cl)c1cccnc1
→ 6, 10, -3, -6, 10, -1, 2.0, 15, 9
- CCCCOc1cccc(C2/C(=C(/O)c3ccc4c(c3)CC(C)O4)C(=O)C(=O)N2CCN2CCOCC2)c1 (stereo not drawn)
→ 7, -1, -4, 11, 13, -3, -0.9, -3, 10
- CCOC(=O)N1CCc2c(sc(N)c2C#N)C1
→ -14, ., 1, 12, -11, 1, 0.8, 0, 8
- COc1ccc(C2/C(=C(/O)c3ccc4c(c3)CC(C)O4)C(=O)C(=O)N2CCCN2CCOCC2)cc1 (stereo not drawn)
→ -5, 8, -1, 0, 4, -1, 1.8, 4, 2
- COc1cc(C)ccc1OCC(=O)Nc1ccc2c(c1)OCO2
→ -3, 1, 2, -57, -1, 4, 2.2, 22, -11
- CCOC(=S)SCc1cn2cccc(C)c2n1
→ 9, 0, -3, 7, -4, 1, -0.9, 20, 16
- CC(C)c1ccc(/C=C2\CC/C(=C\C=N\N(C)C)C2=O)cc1
→ 27, 4, -2, -33, 16, -1, 1.9, 32, 37
- O=c1ccn(CCOc2ccc(Cl)cc2)c(=O)[nH]1
→ 1, -3, -2, -2, -7, -2, -1.2, 14, 8
- CCOc1ccc(OCC)c(NC(=O)CC2Oc3ccc(C)cc3NC2=O)c1 (stereo not drawn)
→ 0, -11, -2, 12, 3, -1, -1.3, 13, 8
- CCCCOc1ccc(/C=C/C(=O)OCC(=O)NC(=O)NCC(C)C)cc1OCC
→ 8, 8, -2, 3, -2, -3, 0.7, 0, 11
- COc1ccccc1CN1CC(C(=O)NCc2cc(F)ccc2C)CCC1=O (stereo not drawn)
→ 5, 0, -6, -34, -5, 0, 1.9, 10, -6
- CN1C(=S)SC(/[N+]([O-])=C\c2ccc(Cl)cc2)C1(C)C (stereo not drawn)
→ 8, -6, 3, 9, 10, -3, -2.6, 28, 24
- O=C(c1ccccc1)c1ccc2nc(-c3ccco3)c(-c3ccco3)nc2c1
→ 2, 13, 7, -10, -15, -1, 7.5, 4, 25
- O=C(Nc1nccs1)[C@@H]1CCCN1S(=O)(=O)c1ccc(Cl)cc1
→ 3, 6, -2, -7, 1, -2, -0.2, 18, 6
- CN(CC(=O)Nc1ccc(F)cc1)C(=O)COC(=O)c1ccc(-c2ccccc2)cc1
→ -8, 1, 12, 49, -53, 4, 6.4, -8, -15
- CC1CN(c2nc3c(c(=O)n(Cc4ccc(Cl)cc4)c(=O)n3C)n2C)CC(C)O1 (stereo not drawn)
→ 38, 0, -3, 18, -6, -3, -3.7, 19, 44*

(continued)
Every second line gives: TIM10 inh, CXCR6 block, APJ ag, Mdm2-MdmX inh, APJ antag, XBP1 UPR activ, CHOP UPR activ, tim23-1 inh, tim10-1 inh
- CCn1c(SCC(=O)Nc2cc(C)ccc2C)nc2c(c1=O)SC(C)C2 (stereo not drawn)
→ 6, 6, -4, 10, 8, -5, -3.1, 11, -1
- CCCCn1c(=S)[nH]c2ccc(N3CCOCC3)cc2c1=O
→ 31, ., 1, 27, 7, -1, 6.9, -23, 22
- COc1cccc(NC(=O)c2ccccc2-c2nc(-c3ccccc3)no2)c1
→ -6, -16, -4, -8, -3, 1, 1.5, 1, 6
- CCOc1ccc2nc(Cl)c(/C=C/C(=O)c3ccco3)cc2c1
→ 37, 13, -1, 53*, -5, -1, 0.7, 41, 35
- Cc1ccc(S(=O)(=O)NCCC(=O)N2CCC(C(N)=O)CC2)cc1C
→ -9, 2, -3, 6, 8, 1, 1.3, -52, -31
- COc1ccc(Cl)cc1Nc1nc(-c2sc(NC(=O)c3ccccc3)nc2C)cs1
→ -3, ., -1, 15, 1, 0, 7.7, 15, 10
- CC1(C)NC(=O)N(CC(=O)Nc2nc(-c3ccc(F)cc3)cs2)C1=O
→ -8, -3, 0, 3, -14, -2, -0.5, 12, 15
- CC(=O)c1ccc(NC(=S)Nc2ccn(Cc3ccc(Br)cc3)n2)cc1
→ -1, -7, -5, 7, 0, -2, 2.2, 10, -8
- O=C(Nc1ccc(F)cc1Cl)c1ccc2c(=O)n3c(nc2c1)CCCCC3
→ -12, -5, -2, -76, 12, 3, 5.0, -21, 9
- COc1cccc(NC(=O)CN(C)C(=O)c2ccc(-c3cccc(C(F)(F)F)c3)o2)c1
→ 4, 2, -4, 1, 7, 0, 1.9, 7, 9
- Cc1cc(C)c(S(=O)(=O)Nc2ccc(N3CCOCC3)cc2)c(C)c1
→ 6, -7, -2, 21, -14, -1, -1.4, 35, -2
- CCC(=O)Nc1ccccc1C(=O)OC(c1ccccc1)c1ccccc1
→ -14, 12, -4, -2, 21, -2, -2.3, 13, 15
- CCOC(=O)c1c(N)sc(C(=O)N2CCCCC2)c1C
→ -14, -9, -1, 8, 6, 5, -1.9, 3, 5
- O=C1NC2(CCCCO2)CO1 (stereo not drawn)
→ -2, -5, 0, 9, -22, -5, -1.6, 9, -5
- COc1ccccc1/C=N/n1cnnc1
→ 4, -7, 0, 13, 7, 2, 0.2, 19, 5
- CN(C)C(=O)CSc1nc2ccccc2n1Cc1ccccc1
→ 7, 3, 1, 22, 14, -1, 2.1, 11, 22
- COc1cc(NC(=O)C2CC2)c(OC)cc1NC(=O)c1ccco1
→ 6, -2, 0, 15, -1, -2, 1.1, 9, 0

Part of the list above in order of number of heavy atoms, low to high:
Every second line gives: TIM10 inh, CXCR6 block, APJ ag, Mdm2-MdmX inh, APJ antag, XBP1 UPR activ, CHOP UPR activ, tim23-1 inh, tim10-1 inh
- COc1cc(C)ccc1OCC(=O)Nc1ccc2c(c1)OCO2
→ -3, 1, 2, -57, -1, 4, 2.2, 22, -11
- Cc1ccc(S(=O)(=O)NCCC(=O)N2CCC(C(N)=O)CC2)cc1C
→ -9, 2, -3, 6, 8, 1, 1.3, -52, -31
- COc1ccccc1CN1CC(C(=O)NCc2cc(F)ccc2C)CCC1=O (stereo not drawn)
→ 5, 0, -6, -34, -5, 0, 1.9, 10, -6

These rows are one share of the data; the hit share may differ from the screen's.
